High-throughput results (PubChem BioAssay)
MCF10A rereplic: inducers of DNA re-replication in MCF 10A breast cells | MCF 10A DNA re-replication, Hoechst nuclear intensity, 48 h | Potency, µM (titrated, usually from 46.1 µM), without a hit: at the top dose activity, positive = re-replication, actives largely listed as activators | 2.9% of 350,000 active | AID 624296; also: potency is read from the fitted curve at half-maximal effect; % of control where 0% means no effect; nearly all actives have a fitted effect of over 50% in size
SW480 rereplic: DNA re-replication induction in SW480 cells; SW480 DNA re-replication, Hoechst DNA content imaging, 48 h; Potency, µM (highest dose often 46.1 µM), for the others: top-dose re-replication activation, usual class: activators; 1.8% of 340,000 active; AID 624297; also: potency is read from the fitted curve at half-maximal effect; % of control where 0% means no effect; nearly all actives have a fitted effect of over 55% in size
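Treated cells incubate 48 hr (37 C, 5% CO2), are stained 40 min with Hoechst, and nuclear fluorescence is enumerated; a rise in nuclei with high DNA signal marks re-replication.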
KB-V1 cytotox: kills drug-selected multidrug resistant KB-V1 cells. Potency, µM (series often up to 46.1 µM), for the others: top-dose activity change, negative = cytotoxicity, actives largely listed as cytotoxic. AID 1347076. 3.4% of 400,000 active. KB-V1 MDR cells viability, CellTiter-Glo, 72 h; also: potency is read from the fitted curve at half-maximal effect; % is scaled to controls: 0 for no effect and ±100 for the full control effect; nearly all actives have a fitted effect of over 60% in size
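Following 72 h at 37 degrees C with compound, KB-V1 cell viability was read by CellTiter-Glo luminescence, medium being phenol-red-free DMEM plus 10% FBS; concentration-response parameters came from normalized, curve-fitted qHTS data.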
ATXN2 expr inh: reduces ATXN2 reporter expression in HEK-293 cells | HEK-293 ATXN2-luciferase reporter, luminescence, 24 h | Potency, µM (top dose mostly 57 µM), inactives show at the highest dose activity change, negative = inhibition, usual class: inhibitors | 0.72% of 360,000 active | AID 1745845; also: potency is read from the fitted curve at half-maximal effect; % is scaled to controls: 0 for no effect and ±100 for the full control effect; nearly all actives have a fitted effect of over 55% in size
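qHTS (up to 57 uM final) was run with 24 h compound exposure of reporter cells at 37 °C. Each well was multiplexed: SteadyGlo luminescence measured ATXN2-luciferase expression after a fluorogenic Gly-Phe-AFC viability readout (25 uM final).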
HT1080 IDH1KD tx: toxicity to HT-1080 IDH1 knockdown cells (counter line). 2% of 360,000 active. HT-1080 IDH1 knockdown viability, ATP luminescence, 48 h. Potency, µM (series often up to 46.1 µM), inactives show at the top dose activity, negative = toxicity, usual class: cytotoxic. AID 686971;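 also: potency is read from the fitted curve at half-maximal effect; 0% = DMSO wells and -100% = cell-free medium wells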
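Luminescent ATP read-out (CellTiter-Glo, 10 min at room temperature) after 48 h compound exposure at 37 °C gave viability of IDH1-knockdown HT-1080 cells. Activity was normalised to DMSO and cell-free wells, then fitted as concentration-response curves.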
ATXN viability: cell viability loss in ATXN counter-screen. Potency, µM (highest dose often 56.7 µM), hits mostly cytotoxic. S2 cells (HEK-293 line with an ATXN2-luciferase reporter) viability, CellTiter-Fluor protease fluorescence, 24 h. 0.49% of 400,000 active; also: potency is read from the fitted curve at half-maximal effect; nearly all actives have a fitted effect of over 40% in size
KB-3-1 tox: KB-3-1 parental cell cytotoxicity; KB-3-1 viability, CellTiter-Glo ATP luminescence, 72 h; Potency, µM (highest dose often 46.1 µM), for inactives: at the top dose activity change, negative = cytotoxic, most hits filed as cytotoxic; 1.4% of 400,000 active; AID 1347075; also: potency is read from the fitted curve at half-maximal effect; % is scaled to controls: 0 for no effect and ±100 for the full control effect; nearly all actives have a fitted effect of over 60% in size
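72 h, 37 °C compound treatment of KB-3-1 parental cells; CellTiter-Glo added, 10 min, luminescence read. Data corrected against DMSO-only plates and normalized before curve fitting.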
HT1080-NT tox: kills 2HG-producing HT-1080-NT fibrosarcoma cells. Potency, µM (doses to about 46.1 µM), inactives show at the highest dose activity, negative = less viability, most hits filed as cytotoxic. 1.6% of 360,000 active. AID 686970. HT-1080-NT fibrosarcoma viability, CellTiter-Glo ATP luminescence, 48 h;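 also: NT is the 2HG producing partner of a matched IDH1 knockdown line; potency is read from the fitted curve at half-maximal effect; 0% = DMSO-treated cells and -100% = media-only wells without cells; nearly all actives have a fitted effect of over 55% in size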
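Toxicity toward the 2HG-producing NT line was scored as %Activity, normalised to DMSO and no-cell wells, from CellTiter-Glo luminescence after 48 hours' treatment.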
IL1B secr inh: inhibitors of inflammasome signaling (IL-1 beta secretion); 4.7% of 360,000 active; AID 743279; THP-1 LPS/ATP IL-1B secretion, AlphaLISA, 16 h; stronger effect = lower value; activity change, % at 57.5 µM; in the data active = activity change below about -50%; inconclusive = mostly about -30% to -49%; also: % is scaled to controls: 0 for no effect and ±100 for the full control effect
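Secreted IL-1B measured by AlphaLISA bead assay after 16 h compound exposure of THP-1 cells; compounds (final up to 57.5 uM) added 1 h before LPS (250 ng/mL) and ATP (1.25 mM) stimulation; lower signal means less secretion.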
The depositor's hits bear a star; i = inactive; u = inconclusive; x = no result given; & = joins results of further samples; [ ] = dose if it differs, or a comment. Unless noted, calls follow the shape of the dose curve; as a rule, active = well fitted curve in the direction sought with a large enough effect; inconclusive = small, poorly fitted or top-dose-only effect, or another doubt; inactive = no such curve, though single readings can be large; an effect the other way counts as inactive or inconclusive.

Values run as follows: MCF10A rereplic	ATXN viability	KB-V1 cytotox	HT1080-NT tox	HT1080 IDH1KD tx	ATXN2 expr inh	KB-3-1 tox	SW480 rereplic	IL1B secr inh
(1) CC(C)(C)C(=O)C1=C(O)C(=O)N(Cc2ccccc2)C1c1ccccc1F (configuration not stated)
  u	i	-9%	1%	0%	1%	-2%	-8%[9.22 µM]	21
(2) CS(=O)(=O)N1CCC(C(=O)Nc2ccc(Br)cc2F)CC1
  -1%	i	-24%	18%	15%	2%	2%	-7%	0
(3) O=C(NCCCN1CCCC1=O)c1cccc(S(=O)(=O)NCc2ccccc2)c1
  0%	i	3%	6%	1%	8%	3%	3%	5
(4) OCCCNc1nnc(-c2ccccc2)c2ccccc12
  -4%	i	14%	11%	1%	1%	-19%	-15%	-3
(5) Cc1cc(C)cc(NC(=O)N(CCC#N)Cc2cccs2)c1
  -5%	i	u	3%	4%	-6%	2%	26%	x
(6) O=C(NCCN1C(=O)S/C(=C\c2ccccc2F)C1=O)C1CCCN1C(=O)c1cccs1 (configuration not stated)
  u	i	0%	0%	1%	6%	-5%	u	u
(7) Nc1ccc2nc3c(=O)[nH]c(=S)[nH]c3nc2c1
  u	i	-11%	-3%	-6%	x	-4%	4.6µM*	1
(8) CCC(C)NC(=O)CCC(=O)NNc1nc2ccccc2c2nc(C)nn12 (configuration not stated)
  4%	i	u	10%	2%	6%&-14%	-2%&22%	0%	10
(9) COc1cc(C2=NOC(C(=O)NCc3ccco3)C2)cc(OC)c1OC (configuration not stated)
  u	u	2.9µM*	x	x	-19%	0%	u	38
(10) COc1ccccc1/C=C/c1ccc2cccc(O)c2n1
  0%	i	2%	-18%	u	-4%	u	8%	36
(11) Cc1nc2ncnn2c(C)c1CCC(=O)NCc1ccc(Cl)cc1
  x	i	u	x	x	3%	-3%	x	x
(12) O=C(NCC(c1ccco1)N1CCN(c2ccc(F)cc2)CC1)C(=O)NC1CCCCC1 (configuration not stated)
  u	i	-39%	1%	u	-17%	-4%	-17%	19
(13) NNC(=O)c1sc2cc(C(F)(F)F)cnc2c1-c1cccnc1
  -19%	i	21%	-3%	-2%	-9%	12%	3%	23
(14) CCc1nnc(NC(=O)c2nc(Cl)ccc2Cl)s1
  2%	i	u	29%	28%	0%	-6%	-19%	-1
(15) O=C(Cc1nn[nH]n1)NCCC1=CCCCC1
  1%	i	15%	10%	9%	0%	-9%	-6%	46
(16) CCOc1ccc(CNC(=O)C2Cc3ccccc3N2C(=O)CC)cc1OC (configuration not stated)
  x	u	11%	x	x	6%	1%	x	x
(17) O=C(O)c1ccc(N2C(=O)c3cccc4c(C(=O)O)ccc(c34)C2=O)cc1
  u	i	-3%	-3%	-4%	3%	-5%	u	22
(18) COc1ccc(N(CC(=O)NCc2ccc3c(c2)OCO3)S(C)(=O)=O)cc1OC
  3%	i	2%	8%	4%	1%	2%	0%	-1
(19) FC(F)C(F)(F)Oc1cccc(Nc2nccn3c(-c4ccc5ccccc5c4)cnc23)c1
  x	i	10µM*	-20%	u	2%	u	x	32
(20) CCCSc1nnc(N)s1
  -33%[inhibitor]	i	0%	18%	24%	7%	26%	-6%	3
(21) O=C(CN1CCOCC1)N/N=C/c1ccc(-c2ccc(Br)cc2)o1
  u	i	-13%	-14%	4%	-18%	-3%	u	x
(22) COc1ccc(C(=O)c2sc3nc(C)cc(-c4cccs4)c3c2N)cc1
  u	x	12%	-12%	-21%	x	-6%	21µM*	u
(23) Cc1cc(C(=O)CSc2nc3ccccc3c(=O)[nH]2)c(C)n1C
  15%	i	-5%	-13%	-4%	35%[activator]	3%	0%	-17
(24) COc1ccc(CCc2nnc(CCC(=O)NCc3cnc4ccccn34)o2)cc1
  0%	i	u	-2%	4%	5%	11%	u	25
(25) Cc1cccc(C)c1NC(=O)COC(=O)c1cccnc1
  0%	i	60%	8%	5%	-20%	30%	16%	15
(26) Cc1ccnn1CC(=O)N/N=C/c1ccc([N+](=O)[O-])s1
  12%	i	0%	u	-21%	u	u	u	30
(27) CC(C(=O)NCc1cccc(Br)c1)n1ncn2cccc2c1=O (configuration not stated)
  x	i	2%	x	x	-6%	5%	x	x
(28) O=[N+]([O-])c1cc(-c2nc(-c3cccnc3)no2)ccc1NCc1ccccc1
  x	i	12%	x	x	13%	5%	x	x
(29) CC(=O)NCc1ccc(-c2csc(-c3cccs3)n2)cc1
  u	u	u	u	u	2%	3%	u	u
(30) Cc1ccc(NC(=O)c2cccs2)cc1[N+](=O)[O-]
  5%	i	u	-18%	-22%	32%	-9%	6%	u
(31) Cc1cccc([N+](=O)[O-])c1NC(=O)COC(=O)C1CC2CCCC(C1)C2=O (configuration not stated)
  22%	i	0%	11%	13%	-3%	-1%	26%	-11
(32) CSCCC(NC(=O)c1ccccc1Cl)C(=O)N1CCN(C(C)=O)CC1 (configuration not stated)
  -4%	i	-5%	8%	10%	5%	3%	-2%	2
(33) O=C(C1CCN(S(=O)(=O)c2cccc([N+](=O)[O-])c2)CC1)N1CCOCC1
  3%	i	5%	15%	18%	14%	2%	-20%	13
(34) O=C(C(Cc1ccccc1)N1C(=O)c2ccccc2C1=O)N1c2ccccc2CCc2ccccc21 (configuration not stated)
  -6%	i	u	-16%	-28%	x	-28%	u	-18
(35) O=C(CCC(=O)OCC(=O)c1cccc([N+](=O)[O-])c1)Nc1ccccc1Cl
  2%	i	9%	3%	11%	-5%	1%	-1%	12
(36) CC(C)CC#Cc1ccc2c(c1)O[C@H](CN(C)C(=O)Nc1ccccc1)[C@@H](C)CN([C@H](C)CO)S2(=O)=O
  x	i	-16%	-11%	-1%	-7%	-31%	x	0
(37) S=C(Nc1cccc(Cl)c1)Nc1ccc2c(c1)OCCO2
  4%	i	27%	-8%	-2%	14%	2%	-7%	-24
(38) Cn1c(=O)c2c(nc(SCc3cccnc3)n2Cc2ccc(F)cc2)n(C)c1=O
  14%	i	u	0%	9%	-15%	12%	7%	10
(39) CN1CCN(NC(=O)C23CC4CC(CC(C4)C2)C3)CC1
  12%	i	1%	-1%	-1%	2%	0%	-12%	u
(40) Cc1cc(C(F)(F)F)nn1CC(=O)NCC1CCCO1 (configuration not stated)
  0%	i	-2%	1%	8%	3%	6%	-11%	4
(41) COc1ccc(NC(=O)c2cccs2)cc1NC(=O)c1ccco1
  -9%	i	0%	-1%	-2%	-14%	-6%	-7%	u
(42) CCN(CC(=O)Nc1ccc2c(c1)OCCO2)C(=O)CC1CCCC1
  12%	u	-7%	14%	5%	5%	16%	1%	0
(43) CCN1c2ccccc2N(C)C1(C)c1ccccc1 (configuration not stated)
  u	i	-11%	u	u	18µM*	u	12µM*	5
(44) Cn1c(NCc2c[nH]c3ccccc23)nc2ccccc21
  4%	i	-2%	4%	6%	42%[activator]	-2%	-6%	-92*
(45) COc1ccccc1CCNC(=O)C(=O)NCC(c1cccs1)S(=O)(=O)c1ccc(C)cc1 (configuration not stated)
  x	i	5%	x	x	-2%	-5%	x	x
(46) CCN1C(=O)[C@H]2[C@@H](c3ccc(SC4CCCCC4)cc3)N3CCCC[C@@]3(C(=O)OC)[C@H]2C1=O
  u	i	-1%	13%	1%	5%	u	8%	0
(47) O=c1oc2ccccc2c(Nc2cccc3ccccc23)c1[N+](=O)[O-]
  27%	i	-9%	-29%	u	-3%	2%	-1%	42
(48) CC1CCCC(C)N1C(=O)CSc1nc2ccccc2s1 (configuration not stated)
  u	x	0%	-2%	-14%	x	-5%	2%	36
(49) Cc1cc(OC(C)C(=O)Nc2ccncc2)ccc1Cl (configuration not stated)
  7%	u	u	-18%	-21%	x	-18%	-22%	20
(50) CCN(CC)S(=O)(=O)c1cc(NC(=O)CSc2nnc(-c3cccs3)o2)ccc1C
  -8%	i	-3%	3%	-1%	10%	16%	2%	27
(51) O=C(Nc1ccc2oc(-c3cccnc3)nc2c1)c1ccc(-c2ccc(OC(F)(F)F)cc2)o1
  x	i	-2%	x	x	1%	-12%	x	x
(52) CCCc1noc2c1C(c1cc(Br)ccc1F)C(C#N)=C(N)N2 (configuration not stated)
  15%	i	-1%	-13%	-27%	x	1%	-13%	-8
(53) COc1cc(/C=N/n2cnnc2)ccc1OCC(=O)N1CCOCC1
  -2%&-28%	i	u	10%	12%	-17%	-5%	-4%&5%	22
(54) Cc1cccc(N2C(=O)C(CC(=O)Nc3cccc(F)c3)N(CCc3ccncc3)C2=O)c1 (configuration not stated)
  -1%	i	-5%&1%	-3%	-10%	-6%&-11%	-6%&1%	-6%	36
(55) CCN(CC)Cc1c(C(=O)N/N=C/c2ccccn2)nnn1-c1nonc1N
  -1%	i	9%	0%	-2%	12%	7%	-13%	37
(56) CCOC(=O)c1c(S(=O)(=O)N2CCCC(C(=O)Nc3ncccc3C)C2)c(C)n(C)c1C (configuration not stated)
  0%	i	0%&0%	4%	18%	6%&12%	u	4%	-2
(57) COc1ccc2c(c1)c(=O)c(S(=O)(=O)c1ccc(Cl)cc1)cn2Cc1cc(C)ccc1C
  x	i	10%	x	x	6%	1%	x	x
(58) CCOC(=O)c1c(C)nc2sccn12
  -1%	i	6%	16%	2%	2%	-18%	-17%	23
(59) Cc1ccc(NS(=O)(=O)c2ccc(C(=O)N3CCN(S(=O)(=O)c4ccccc4)CC3)cc2)cc1
  7%	u	u	-1%	-12%	-30%	u	26µM*	3
(60) O=C(COC(=O)c1cc(S(=O)(=O)N2CCc3ccccc3C2)ccc1Cl)NCc1ccco1
  u	i	0%	-1%	-15%	-12%	-4%	14%	19

Two compounds from above, limited to KB-3-1 tox and MCF10A rereplic:
entry | compound | KB-3-1 tox | MCF10A rereplic
58 | CCOC(=O)c1c(C)nc2sccn12 | -18% | -1%
56 | CCOC(=O)c1c(S(=O)(=O)N2CCCC(C(=O)Nc3ncccc3C)C2)c(C)n(C)c1C (configuration not stated) | u | 0%
